From PubChem BioAssay
BoNT F protease = BoNT F light chain protease inhibition; Multiplex microsphere protease cleavage assay, flow cytometry; inhibition, % at 10 µM; 360,000 tested, 0.22% active; AID 588497; in the data active means inhibition above about 35%, passing the limit was not always enough; inconclusive means no clear call, values can overlap the other calls; further: plate controls were buffer without enzyme for full effect and enzyme alone for no effect
CCHFV vOTU inh = CCHFV vOTU protease inhibition; Pep-AMC fluorescence; AID 651958; inhibition, % at 11.5 µM; 370,000 tested, 0.55% active; in the data active means inhibition above about 30%; further: 0% = vehicle wells with enzyme and 100% = no enzyme wells
PfHsp40 rescue = rescue of PfHsp40-mediated yeast toxicity. growth rescue, % at 12.5 µM. S. cerevisiae expressing PfHsp40, growth rescue, ATP luminescence. 340,000 tested, 0.68% active; in the data active means growth rescue above about 28%, passing the limit was not always enough; inconclusive means no clear call, values can overlap the other calls;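 further: yeast W303a lacking pdr1 and pdr3 grown in galactose medium; growth measured after three days at 30 °C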
FadD28 FP inh = blocks FadD28 binding to the bisubstrate probe | fluorescence polarization | inhibition, % at 12.5 µM | 360,000 tested, 0.22% active | AID 588549; in the data active means inhibition above about 8.5%, passing the limit was not always enough; inconclusive means no clear call, values can overlap the other calls
PrPC surface inh = reduces human prion protein on the cell surface; inhibition, % at 13.8 µM; 370,000 tested, 0.43% active; cell surface PrPC, TR-FRET read-out; P04156; in the data active means inhibition above about 24%; further: 0% = median of the test wells and 100% = reference compound wells
Anthrax LF prot = blocks Bacillus anthracis lethal factor protease | P15917 | multiplex microsphere protease cleavage assay, LF | inhibition, % at 10 µM | 360,000 tested, 0.12% active; further: plate controls were buffer without enzyme for full effect and enzyme alone for no effect
Target sequence (P15917 whole entry, looked up): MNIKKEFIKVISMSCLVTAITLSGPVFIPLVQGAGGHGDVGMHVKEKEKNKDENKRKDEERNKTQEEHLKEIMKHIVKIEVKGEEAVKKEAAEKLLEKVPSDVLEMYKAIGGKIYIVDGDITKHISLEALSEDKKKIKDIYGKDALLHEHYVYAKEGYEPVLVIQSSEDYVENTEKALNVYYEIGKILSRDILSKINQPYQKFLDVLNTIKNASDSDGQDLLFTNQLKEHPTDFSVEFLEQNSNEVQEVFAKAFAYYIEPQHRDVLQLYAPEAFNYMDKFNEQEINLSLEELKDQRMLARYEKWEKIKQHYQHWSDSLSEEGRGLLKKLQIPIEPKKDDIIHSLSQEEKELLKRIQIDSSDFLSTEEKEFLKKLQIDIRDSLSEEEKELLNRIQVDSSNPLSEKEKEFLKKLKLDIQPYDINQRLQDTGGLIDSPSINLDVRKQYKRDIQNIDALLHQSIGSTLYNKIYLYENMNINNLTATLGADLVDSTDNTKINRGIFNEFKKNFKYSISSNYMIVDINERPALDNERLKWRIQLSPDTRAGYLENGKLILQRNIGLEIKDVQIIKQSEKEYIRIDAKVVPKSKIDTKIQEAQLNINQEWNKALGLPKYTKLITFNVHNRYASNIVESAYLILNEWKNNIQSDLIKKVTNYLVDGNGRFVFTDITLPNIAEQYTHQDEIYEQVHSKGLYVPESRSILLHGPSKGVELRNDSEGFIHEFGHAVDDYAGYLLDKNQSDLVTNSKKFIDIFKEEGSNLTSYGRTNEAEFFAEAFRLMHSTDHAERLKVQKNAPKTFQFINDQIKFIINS
BoNT A protease = BoNT A light chain protease inhibition. inhibition, % at 10 µM. 360,000 tested, 0.17% active. multiplex microsphere protease substrate cleavage, flow cytometry; further: plate controls were buffer without enzyme for full effect and enzyme alone for no effect
TcdB inh = blocks C. difficile toxin B glycohydrolase activity; TcdB glycohydrolase enzymatic assay, plate reader; inhibition, % at 9.99 µM; 350,000 tested, 0.24% active; AID 652162; in the data active means inhibition above about 10%
Yp Topo-I inh = inhibitors of Yersinia pestis topoisomerase I; Y. pestis Topo-I cleavage product accumulation, plate reader; activity, % at 10 µM; 360,000 tested, 0.064% active; AID 504884; in the data active means activity above about 50%, passing the limit was not always enough; inconclusive means no clear call, values can overlap the other calls; further: inactives centre near 2
An asterisk follows results filed as active; ? = inconclusive; . = not tested or not shown; & = joins results of further samples. Unless noted, no stated cut-off is given here; in the data, active means inhibition above about 30%; inconclusive means no clear call, values can overlap the other calls; inactive means below that.

SMILES	BoNT F protease	CCHFV vOTU inh	PfHsp40 rescue	FadD28 FP inh	PrPC surface inh	Anthrax LF prot	BoNT A protease	TcdB inh	Yp Topo-I inh
Cc1cc(C)c2cc(C#N)c(NCCCNC(=O)c3cccnc3)nc2c1	2	-15	.	-0.7	1	-3	0.7	1.1	11
O=C(COc1ccccc1)NCCc1cn2ccsc2n1	-12	2	0.5	0.1	7	-10	-0.1	0.3	4
CCCS(=O)(=O)NC(=O)C1(C)CCCN(C(=O)c2ccccc2OC(F)(F)F)C1 (stereo not drawn)	-1	.	.	-1.9	.	-4	0.0	.	-1
CN(C)S(=O)(=O)c1cccc(NC(=O)CNC2CCCCC2)c1	0	-7	-2.4	-2.4	-5	-3	1.6	1.0	3
Cc1ccc(NC(=O)Cn2cncc2-c2ccc([N+](=O)[O-])cc2)cc1C	-6	9	-1.7	-3.8	-17	-2	0.0	.	-18
Fc1cccc(Cc2noc(CN3CCSCC3)n2)c1	0	-6	-1.2	-3.6	3	-3	-1.2	0.8	9
O=C(CCn1c(=O)c2ccccc2n(CC(=O)NC2CCCC2)c1=O)NCCc1ccc(Cl)cc1	-4	-12	-0.2	-2.9	-3	4	-0.7	.	-4
C=CCNC(=O)C1CCN(c2cnccn2)CC1	-6	-5	0.6	0.5	-9	5	-0.5	-0.6	1
COc1ccc(C)cc1NC(=O)CN1CCCN(S(=O)(=O)c2ccc(Br)cc2)CC1	-4	-3	3.8	-1.2	2	-3	-0.7	0.7	5
Clc1cccc(C[n+]2cc(-c3ccccc3)n3c2CCC3)c1	-9	-2	1.2	-1.6	1	-2	-0.5	.	-7
CC(=O)Nc1c2c(nn1-c1ccccc1)CSC2	1	-2	-0.1	-0.9	3	-7	-1.2	-1.9	3
Cc1ccc(C(=O)CSc2nnc3c4ccccc4nc(Cc4ccccc4)n23)cc1	1	-17	1.1	-1.7	1	2	-0.5	0.8	-1
CN(/N=C/c1ccc(N(C)C)cc1)C1=NS(=O)(=O)c2ccccc21	2	1	0.8	-2.2	-8	14	-0.4	2.6	4
COC(=O)c1sccc1NC(=O)c1ccncc1	-13	4	-0.3	-2.2	-1	0	0.3	.	-11
Cc1cc(S(=O)(=O)N2CCN(c3ccccc3F)CC2)ccc1-n1cnnn1	8	5	-0.2	-5.0	-3	0	0.6	2.1	12

Profiles, looked up by structure. Values in the order: BoNT F protease	CCHFV vOTU inh	PfHsp40 rescue	FadD28 FP inh	PrPC surface inh	Anthrax LF prot	BoNT A protease	TcdB inh	Yp Topo-I inh
`CCCS(=O)(=O)NC(=O)C1(C)CCCN(C(=O)c2ccccc2OC(F)(F)F)C1` (stereo not drawn) in the list: -1	.	.	-1.9	.	-4	0.0	.	-1
`CN(C)S(=O)(=O)c1cccc(NC(=O)CNC2CCCCC2)c1` in the list: 0	-7	-2.4	-2.4	-5	-3	1.6	1.0	3
`CN(/N=C/c1ccc(N(C)C)cc1)C1=NS(=O)(=O)c2ccccc21` in the list: 2	1	0.8	-2.2	-8	14	-0.4	2.6	4
`COc1ccc(C)cc1NC(=O)CN1CCCN(S(=O)(=O)c2ccc(Br)cc2)CC1` in the list: -4	-3	3.8	-1.2	2	-3	-0.7	0.7	5

(next part)
SMILES	BoNT F protease	CCHFV vOTU inh	PfHsp40 rescue	FadD28 FP inh	PrPC surface inh	Anthrax LF prot	BoNT A protease	TcdB inh	Yp Topo-I inh
CCCN(CCC)CCNC(=O)C1c2ccccc2C(=O)N2CCc3ccccc3C12 (stereo not drawn)	-6	7	4.3	-1.1	-1	-4	0.4	0.3	3
COc1ccc(C(=O)CSc2nnc(-c3cc(C)on3)o2)cc1	-1	4	0.9	0.1	6	0	0.2	0.0	0
CN1C[C@@H]2[C@@H]3C(=O)N(C)C(=O)[C@@H]3[C@](Cc3ccccc3)(C1=O)N2C(=O)c1ccccc1	-1	-3	-0.4	-0.6	-6	3	-0.3	0.7	0
O=C(Nc1nnc(-c2ccccc2)o1)C1CCCCC1	-5	0	0.1	-2.9	6	0	-0.8	1.1	-2
Cc1cn(C2CC(O)C(O)C(CO)O2)c(=O)[nH]c1=O (stereo not drawn)	0	7	.	-3.8	2	4	-0.4	1.1	.
S=C(Nc1cccnc1)N1CCCCC1	-4	-9	2.4	-0.7	1	-3	-0.7	1.7	8
CC(=O)c1sc(-c2ccc(F)cc2)cc1NS(=O)(=O)c1ccc(C)cc1	-3	-5	0.2	-1.8	0	-2	-0.2	-1.4	-5
CCc1ccc2[nH]c(=O)c(CN(Cc3nnnn3C3CCCC3)C3CCCCC3)cc2c1	-4	4	0.1	-2.7	7	-7	1.1	1.5	10
O=C(O)CCn1c(=O)sc2ccccc21	-1	16	0.1	-1.1	-1	0	-0.2	.	-4
COCc1nnc(NC(=O)CCC2CCCCC2)s1	2	-10	0.2	3.5	-1	-2	-1.0	.	-5
N#Cc1ccc(CSc2ccccn2)c(Cl)c1	5	3	-2.1	0.3	-9	-2	-3.3	0.6	3
Cc1nnc(N/N=C/c2ccc([N+](=O)[O-])cc2)n1N	-3	122*	-0.2	-0.9	-53	1	-0.7	-2.8	16
C[C@H]1CN([C@@H](C)CO)S(=O)(=O)c2ccc(Br)cc2O[C@H]1CN(C)Cc1ccc(F)cc1	-3	4	.	-4.7	-8	-5	-0.8	1.0&0.0	22
COc1cccc(C(=O)Nc2cc([N+](=O)[O-])ccc2N2CCN(C)CC2)c1	-9	-7	-0.1	-2.2	-19	-3	-4.0	1.8	-7
CN1CCN(c2nc(N)c(Br)c(Cl)n2)CC1	15	-14	-1.4	-1.3	7	3	5.8	0.5	-7
Cc1c(C)c2ccc(O)c(CN3CCN(C)CC3)c2oc1=O	?	-372	-0.8	-1.0	5	10	0.9	-10	1
COc1ccc2c(c1OC)CN1CCc3cc4c(cc3[C@@H]1[C@@H]2O)OCO4	3	.	0.1	-0.2	.	1	-0.3	.	20
O=C1OC(/C=C/c2ccccc2)=NC/1=C/c1ccco1	-3	-4	1.2	0.3	-6	8	13	0.2	-7
COc1ccc(C(O)P(=O)(OC(C)C)OC(C)C)cc1 (stereo not drawn)	-8	0	0.3	-2.2	0	-4	-1.1	2.0	1
CCOC(=O)C1=C(C)N=c2s/c(=C\c3cccc(OCC(=O)O)c3)c(=O)n2C1c1ccccc1OC (stereo not drawn)	16	-12	0.3	-0.7	0	-1	1.6	0.6	7
Fc1ccccc1Cn1nnc(-c2ccc3c(c2)OCO3)n1	-3	-1	-1.8	-0.4	-5	1	0.5	.	11
CCC(c1nnnn1Cc1ccccc1)N1CCN(C(=O)c2ccco2)CC1 (stereo not drawn)	-2	5	-0.1	-0.2	-3	-1	-0.1	.	0
Cc1ccccc1CN1CCc2c(OCC(=O)N3CCCc4ccccc43)cccc2C1=O	-6	6	0.9	-2.9	2	-1	-0.2	.	19
COC(=O)CCn1nnc(-c2ccc(C(C)C)cc2)n1	-2	12	0.6	-1.0	-11	5	-0.3	.	-2
O=S(=O)(NCc1ccco1)c1ccc(Cl)cc1Cl	-2	13	-0.5	1.8	-2	-1	0.4	1.6	-2
Cc1ccccc1NC(=S)N/N=C1\CC(C)(C)Oc2ccc(O)cc21	-11	-3	5.6	-1.8	-5	-8	-0.1	0.7	-7
COC(=O)c1c(-c2ccc(OC)cc2)sc2ccc(-c3ccc4c(c3)OCO4)cc12	-2	-3	-0.5	1.4	-6	6	0.5	0.1	6
COc1ccc(C(=O)COC(=O)Cc2c[nH]c3ccccc23)c(OC)c1	-16	3	1.4	0.8	-2	0	-1.0	0.8	-4
COC(=O)C1=C(C(=O)OC)[C@@H]2N(C)c3ccccc3[C@@]23C[C@@H](CO)N(C(=O)C2CCC2)C3=N1	4	1	0.2	-1.5	-2	7	-0.5	0.7	-9
Cc1ccc(C)c(S(=O)(=O)NC(C)C(=O)Nc2ccc(-c3nc4ccccc4s3)cc2)c1 (stereo not drawn)	-3	-8	0.0	-1.2	7	6	0.9	.	-3
Cc1cc(C(=O)NNC(=O)c2ccc(Cl)cc2)no1	.	-11	-0.2	-1.1	1	.	.	0.4	0
COc1ccc(C)cc1N(CC(=O)N1CCCCCC1)S(=O)(=O)c1ccc(C)cc1	-4	11	-0.9	-5.2	6	-2	-1.3	1.1	8
Cc1ccccc1NC(=O)CN1C(=O)CSc2ccc(S(=O)(=O)N3CCCCC3)cc21	-5	12	-0.8	1.2	11	-1	-3.0	0.0	15
CC(=O)c1c(O)n(C2CCCCCC2)c(=O)[nH]c1=O	6	12	-0.7	-0.1	0	-1	0.4	-0.7	8
Cc1ccc(C)c(NC(=O)COc2coc(CN3CCc4ccccc4C3)cc2=O)c1	9	10	-0.1	-2.2	10	1	0.6	0.3	15
CCC(COC)NC(=O)CCc1nnc(Cc2cccc(C(F)(F)F)c2)o1 (stereo not drawn)	-5	8	0.2	-1.4	-8	-4	-1.2	-3.9	0
CCc1cc(CNC(=O)CC2C(=O)NCCN2Cc2c(F)cccc2Cl)on1 (stereo not drawn)	-13	-4	-0.1	-1.3	2	-3	-2.1	1.2	9
CCCCn1c(N)c(N(CC(C)C)C(=O)Cn2c(=O)oc3ccccc32)c(=O)[nH]c1=O	-4	-2	-1.4	0.3	-4	-6	-5.0	1.1	4
CN(Cc1cc(Cl)cc(Cl)c1)CC(C(=O)c1ccccc1)c1ccccc1 (stereo not drawn)	0	10	2.7	-1.0	0	-9	-0.3	0.5	29
O=C(C1=C(O)C(=O)N(CC2CCCO2)C1c1cccc(Cl)c1)c1ccco1 (stereo not drawn)	29	-7	1.1	0.0	7	-4	-1.1	6.6	-3
O=C1NC[C@H](CCCCN2C[C@H](Cc3ccccc3)N(CCc3ccccc3)C(=O)C2=O)N(CCc2ccc(O)cc2)C1=O	-10	-1	.	.	-3	8	-0.7	4.7	.
C/C(=N/NC(=O)CSc1nc2ccccc2n1C)c1ccncc1	1	-3	0.6	-3.0	-3	-7	-0.5	0.1	8
COC(=O)c1sc2ccccc2c1NC(=O)c1coc2ccccc2c1=O	0	-1	-0.7	-3.8	-3	-1	0.4	.	7
O=C(NCCOc1ccccc1F)C1CCC(=O)N(CCc2cccc(F)c2)C1 (stereo not drawn)	-5	-7	1.4	0.7	4	-3	-1.1	0.2	14
Cc1c(C(C)C)c(=O)n(-c2ccc(S(=O)(=O)NC3CCCCC3)cc2)n1C	1	8	0.3	0.0	11	-4	-0.7	1.0	25

As entered above.
Cc1ccc(C)c(NC(=O)COc2coc(CN3CCc4ccccc4C3)cc2=O)c1 @ CCHFV vOTU inh: 10
O=C(NCCOc1ccccc1F)C1CCC(=O)N(CCc2cccc(F)c2)C1 (stereo not drawn) @ PfHsp40 rescue: 1.4

Later entries
SMILES	BoNT F protease	CCHFV vOTU inh	PfHsp40 rescue	FadD28 FP inh	PrPC surface inh	Anthrax LF prot	BoNT A protease	TcdB inh	Yp Topo-I inh
COC(=O)c1ccc2c(c1)SC1=C(CCCC1=O)N2	-9	9	1.3	4.1	-25	-1	0.3	.	-13
Cc1occc1C(=O)Nc1cnn(CCCC(=O)O)c1	0	19	-0.1	-0.3	-1	-1	1.6	1.9	-2
CSc1nnc([C@@H](N)Cc2ccccc2)o1	-2	4	0.7	0.6	0	-8	1.0	.	10
CC(C)(C)C(=O)N1CCN(c2nc3ccccc3o2)CC1	-1	-1	-0.1	-4.1	5	0	-0.8	0.0	10
CC(C)c1nc(SCC(=O)NC2CCCC2)c2c(=O)n(C)c(=O)n(C)c2n1	-6	10	0.3	-1.1	1	-2	-4.0	0.6	11
CCc1ccc(C(C(=O)NCc2ccc(F)cc2)N(C(=O)c2csnn2)C2CC2)cc1 (stereo not drawn)	-5	12	2.7	-1.5	5	-1	-0.9	0.8	4
COc1ccccc1N1CCN(C(=O)c2sc3nc4n(c(=O)c3c2C)CCC4)CC1	2	15	-0.2	0.8	-5	-1	-0.1	-0.3	16
O=C(COc1ccccc1)N[C@@H]1c2ccccc2CC[C@@H]1O	0	-3	-0.4	-2.5	4	-4	-0.1	-0.5	3
Cc1ccc(NC(=O)C2CCN(S(=O)(=O)c3cnc[nH]3)CC2)nc1	-7	6	0.9	-0.8	-2	-2	-1.3	.	-2
O=C(O)/C=C/c1ccc(S(=O)(=O)Nc2ccc3[nH]c(=O)[nH]c3c2)cc1	3	33*	-1.5	-1.8	-6	-8	-3.9	1.4	0
COc1cc(S(=O)(=O)Nc2ccc(C(=O)NCC(=O)O)cc2)ccc1NC(C)=O	-1	0	-0.9	-5.3	-6	-3	0.4	1.0	5
COc1ccc(NC(=O)CSc2nnc(Cc3ccccc3)o2)c(OC)c1	6	-14	1.7	-0.2	12	0	0.1	1.7	9
